Source: PubChem BioAssay (National Center for Advancing Translational Sciences (NCATS))
Pf growth 48h = Primary qHTS for delayed death inhibitors of the malarial parasite plastid, 48 hour incubation | 5.9% of 310,000 active | Potency, µM (doses to about 28.7 µM), without a hit: at the highest dose activity change, negative = inhibition, most hits filed as inhibitors | P. falciparum luciferase growth in erythrocytes, 48 h; note: potency is the fitted concentration of half-maximal effect; % is set by controls: 0 for no effect and ±100 for the full control effect
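Cell-based growth assay: transgenic P. falciparum expressing firefly luciferase, cultured in red cells within RPMI 1640 containing 0.5% w/v Albumax, 24 mM bicarbonate and gentamycin. A drop in luciferase activity indicates inhibition.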
Pf growth 96h = Primary qHTS for delayed death inhibitors of the malarial parasite plastid, 96 hour incubation. P. falciparum luciferase reporter growth, 96 h. Potency, µM (highest dose often 28.7 µM), without a hit: top-dose activity change, negative = inhibition, usual class: inhibitors. 6.9% of 320,000 active; note: potency is the fitted concentration of half-maximal effect; % is set by controls: 0 for no effect and ±100 for the full control effect
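P. falciparum expressing integrated firefly luciferase grown in erythrocytes (2% hematocrit, 0.05% parasitemia final) with compounds for 96 hours at 37 C, 5% CO2. Growth inhibition read as loss of luminescence after adding luciferase detection reagent.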
CHX counter = Cycloheximide Counterscreen for Small Molecule Inhibitors of Shiga Toxin; cell reporter, cycloheximide protein synthesis inhibition counterscreen; max response, %; 12% of 300,000 active; in the data active = max response mostly above about 13%, no sharp cut-off; inactive = mostly below about 14%; note: read at 38.3 µM for the half of the compounds with a filed dose; 0% is about no effect
Shiga toxin inh = A qHTS for Small Molecule Inhibitors of Shiga Toxin | Vero cells, Shiga toxin protein synthesis inhibition reporter | inhibition, % at 38.7 µM | 9.2% of 290,000 active; in the data active = inhibition mostly above about 28%, no sharp cut-off; inactive = mostly below about 43%; note: 0% is about no effect
HCV inhibitor = qHTS Assay for Inhibitors of Hepatitis C Virus (HCV); Huh7.5.1 HCVcc-Cre infection, luciferase reporter, 44 h; Potency, µM (doses to about 41.8 µM), for inactives: at the top dose activity change, negative = inhibition, most hits filed as inhibitors; 3.4% of 340,000 active; AID 651820, 2012; note: potency is the fitted concentration of half-maximal effect; % is set by controls: 0 for no effect and ±100 for the full control effect
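1,000 cells/well; 4 h culture; + compound; + HCVcc-Cre (~0.5 moi); 44 h; luciferase substrate, RT 15 min; read 15 sec.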
FBPA Giardia inh = qHTS Assay for Inhibitors of Fructose-1,6-bisphosphate Aldolase from Giardia Lamblia; AID 2451, 2010; 0.71% of 290,000 active; purified Giardia FBPA; Potency, µM (titrated, usually from 59.6 µM), without a hit: at the top dose activity, negative = inhibition, most hits filed as inhibitors; note: potency is the fitted concentration of half-maximal effect; % is set by controls: 0 for no effect and ±100 for the full control effect; nearly all actives have a fitted effect of over 55% in size
Target sequence (A8B2U2 whole entry, looked up): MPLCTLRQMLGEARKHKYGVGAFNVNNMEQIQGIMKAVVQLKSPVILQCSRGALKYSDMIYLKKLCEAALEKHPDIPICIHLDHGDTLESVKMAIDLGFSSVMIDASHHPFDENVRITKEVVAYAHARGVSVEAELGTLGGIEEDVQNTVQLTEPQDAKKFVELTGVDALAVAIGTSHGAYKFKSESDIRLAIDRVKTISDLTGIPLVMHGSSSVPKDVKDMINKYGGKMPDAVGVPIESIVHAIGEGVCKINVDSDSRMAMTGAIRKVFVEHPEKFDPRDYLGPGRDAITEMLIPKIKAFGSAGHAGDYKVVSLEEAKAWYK
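40 nM FBPA preincubated 10 min at RT with compound (up to 57.5 uM final), then substrate plus GAPDH/TPI/NAD/arsenate coupling and diaphorase/resazurin added. Fluorescence read after 20 min at RT, 525/598 nm.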
* = called active by the depositor; i = inactive; ? = inconclusive; . = not tested or not shown; & = joins results of further samples; [ ] = remark or other dose. Unless noted, calls come from the whole dose curve; as a rule, active = well fitted curve in the direction sought with a large enough effect; inconclusive = small, poorly fitted or top-dose-only effect, or another doubt; inactive = no such curve, though single readings can be large; an effect the other way counts as inactive or inconclusive.

SMILES | Pf growth 48h | Pf growth 96h | CHX counter | Shiga toxin inh | HCV inhibitor | FBPA Giardia inh
Cc1c(Cl)cccc1NC(=O)C1C2C=CC(C2)C1C(=O)O (configuration not stated) | 1% | ? | -1 | -12 | -16% | -6%
CCCC(=O)N(c1ccc(OCC)cc1)S(=O)(=O)c1ccc2c3c(cccc13)C(=O)N2C | ? | ? | -3 | -7 | ? | .
COc1ccc(NC(=O)CN(C)S(=O)(=O)c2cccs2)cc1 | 43%[activator] | 51%[activator] | 29* | 40* | -11% | 2%
O=C(c1cnn(C(=O)COc2ccc(Cl)cc2)c1)c1ccccc1O | 18% | 21% | -2 | 2 | 12% | 7%
O=C(O)CC(C(=O)Nc1ccc(Cl)cc1Cl)C1CCCO1 (configuration not stated) | 4% | 5% | -2 | -8 | 21% | 12%
COc1ccc(S(=O)(=O)N2CCC3(CC2)OCCO3)cc1 | -9%[5.75 µM] | -17% | -1 | -1 | 19% | 6%
CC(=O)NC(Cc1ccc(F)c(F)c1)C(=O)NC1CCN(C(=O)c2ccc(C)cc2)CC1 (configuration not stated) | -10% | 47%[activator] | 1 | -3 | -6% | -4%
CC1=C(C(=O)c2ccccc2)C(c2cn(-c3ccccc3)nc2-c2ccc(Cl)cc2)NC(=S)N1 (configuration not stated) | ? | ? | -1 | -9 | ? | 0%
O=C(N=Nc1c(O)[nH]c2ccc(F)cc12)c1ccc(NS(=O)(=O)c2cccs2)cc1 | 24% | -8% | . | . | ? | .
COc1ccc(OC)c(S(=O)(=O)N2CCN(c3ccccc3)CC2)c1 | -8% | 0% | 1 | -1 | 18% | 9%
CC(C)C(=O)N=C1SC2CS(=O)(=O)CC2N1Cc1ccccc1 (configuration not stated) | 2% | 7% | -2 | -6 | 6% | -1%
Cc1sc2nc(C3CC3)nc(SCC(=O)N3c4ccccc4CC3C)c2c1C (configuration not stated) | ? | 48%[activator] | 1 | -13 | 11µM* | 3%
COc1ccc(NC2=Nc3cccc4cccc2c34)cc1OC | ? | ? | 9 | -3 | -12% | -13%
CCOC(=O)c1c(O)c2c([nH]c1=O)CCCC2 | 17% | . | -3 | 32 | 4% | -2%
Cc1cc(=O)oc2cc(OC(C(=O)O)c3ccccc3)ccc12 (configuration not stated) | 24% | 13% | 2 | -11 | 16% | -9%
O=C(COc1ccc2ccccc2c1)NCCc1ccc2c(c1)OCCO2 | -5% | -24% | -3 | 10 | -26% | 0%
Cc1occc1C(=O)N1CCCC(N2CCN(c3ccccc3F)CC2)C1 (configuration not stated) | ? | 10% | -3 | 2 | 1% | .
COC(=O)c1ccccc1NC(=O)CSc1nnc(COc2cccc(OC)c2)n1C | ? | 10% | -7 | -18 | -29% | 8%
CCOC(=O)C1CCCN(c2oc(-c3ccc(OC)cc3)nc2C#N)C1 (configuration not stated) | ? | ? | -1 | -11 | -21% | -9%
O=C(CSc1nc2ccccc2c(=O)[nH]1)c1ccccc1 | 38%[activator] | 5% | 17 | 0 | 4% | -6%
CCc1nnc(NS(=O)(=O)c2ccc(N/C=C\C(=O)c3cccc(OC)c3)cc2)s1 | -18% | 427%[activator] | 32* | 72* | 22% | 13%
Cc1ccccc1-n1c(SCC(=O)c2cc(C)n(C)c2C)nnc1-c1ccncc1 | ? | ? | 2 | -8 | ? | -6%
COC(=O)C1=NNC2(c3ccc(Cl)cc3)C(=O)N(c3ccccc3)C(=O)C12 (configuration not stated) | 5% | i | -3 | -12 | 34%[activator] | 3%
Cc1ccc(S(=O)(=O)NCCC(=O)OC(C)C(=O)NC2CC2)cc1 (configuration not stated) | 2% | 2% | . | . | 12% | .
O=C(/C=C/c1cc2ccccc2o1)c1ccccc1O | 126%[activator] | 114%[activator] | 41* | 78* | ? | 1%

Whole records from above. Screens in order: Pf growth 48h | Pf growth 96h | CHX counter | Shiga toxin inh | HCV inhibitor | FBPA Giardia inh
CC(=O)NC(Cc1ccc(F)c(F)c1)C(=O)NC1CCN(C(=O)c2ccc(C)cc2)CC1 (configuration not stated) in the list: -10% | 47%[activator] | 1 | -3 | -6% | -4%
O=C(N=Nc1c(O)[nH]c2ccc(F)cc12)c1ccc(NS(=O)(=O)c2cccs2)cc1 in the list: 24% | -8% | . | . | ? | .

Shown with two lines to a compound: entries from further up.
Screens in order – Pf growth 48h	Pf growth 96h	CHX counter	Shiga toxin inh	HCV inhibitor	FBPA Giardia inh
- O=C(c1cnn(C(=O)COc2ccc(Cl)cc2)c1)c1ccccc1O
 : 18%	21%	-2	2	12%	7%
- O=C(O)CC(C(=O)Nc1ccc(Cl)cc1Cl)C1CCCO1 (configuration not stated)
 : 4%	5%	-2	-8	21%	12%
- COc1ccc(S(=O)(=O)N2CCC3(CC2)OCCO3)cc1
 : -9%[5.75 µM]	-17%	-1	-1	19%	6%
- CC(=O)NC(Cc1ccc(F)c(F)c1)C(=O)NC1CCN(C(=O)c2ccc(C)cc2)CC1 (configuration not stated)
 : -10%	47%[activator]	1	-3	-6%	-4%

The listing continues.
SMILES | Pf growth 48h | Pf growth 96h | CHX counter | Shiga toxin inh | HCV inhibitor | FBPA Giardia inh
CCSCc1nnc(SCC(=O)Nc2cc(F)ccc2C)n1C | 3% | 33% | -2 | -9 | -6% | 0%
CC(C)(C)c1ccc(S(=O)(=O)Nc2cccc(C3OCCCO3)c2)cc1 | 4% | 39%[activator] | -1 | 10 | ? | -4%
CN(C)C(=O)CS(=O)(=O)c1ccc(Cl)cc1 | ? | -2% | 6 | -5 | 8% | 3%
CCOc1ccc(S(=O)(=O)N(C)CC(=O)NCc2ccccn2)cc1Cl | 4% | 181%[activator] | -4 | -3 | -5% | -1%
CC(=O)N1N=C(c2cccnc2)OC1c1ccc(C(C)C)cc1 (configuration not stated) | 19% | 82%[activator] | 12 | 18 | 22% | 1%
Cc1onc(-c2ccccc2)c1C(=O)OCC(=O)Nc1ccc(OC(F)(F)F)cc1 | ? | 10% | . | . | 11µM* | .
CCC1(C)Cc2c(C#N)c(N)sc(=S)c2CO1 (configuration not stated) | ? | -23% | -5 | -15 | ? | 2.2µM*
Cc1cccc(-c2noc(CNC(=O)c3ccc4c(c3)OCO4)n2)c1 | 13% | 14% | 1 | -9 | 4% | 2%
COc1ccc(-c2nc3c(-c4ccccc4)cnn3cc2C)cc1F | ? | ? | -2 | -6 | -15% | 0%
Cc1ccnc(NC(=O)c2cc(-c3ccc(Cl)s3)nc3ccccc23)c1 | ? | ? | . | . | 9% | .
c1ccc(CSc2nncn2-c2ccccn2)cc1 | 4% | -1% | 0 | 4 | 24% | -1%
O=C(CSc1nc(C2CC2)nc2c1cnn2-c1ccccc1)Nc1c[nH]c(=O)[nH]c1=O | 33%[activator] | 7% | 12 | -6 | -10% | -4%
Cn1c(=O)c2cnc(N3CCOCC3)nc2n(C)c1=O | 13% | ? | -5 | -9 | . | 4%
O=C(O)C(c1ccccc1)N1C(=O)/C(=C\c2ccc(-c3cccc(Cl)c3)o2)SC1=S (configuration not stated) | 43%[activator] | -5% | 0 | -3 | -4% | 1%
Cn1cnnc1Sc1c([N+](=O)[O-])ncn1C | . | . | -7 | -10 | . | 5%
CN1C(=O)N(C)C(=O)C2(Sc3ccccc3C2=O)C1=O | . | 178%[activator] | -2 | -14 | 3% | -9%
COc1ccccc1C(=O)NC(=O)COC(=O)c1cccc(C)c1O | ? | 6% | . | . | 9% | .
NC(=O)c1ccc(NC(=O)CCCNC(=O)c2ccc(Cl)cc2)cc1 | . | -10% | 2 | -5 | 0% | -6%
COc1ccc2cc(CN(C(=O)Nc3ccccc3OC)C3CCCC3)c(=O)[nH]c2c1 | 2.3µM* | 17% | -5 | -8 | ? | -11%
CC(C)C[C@H](NC(=O)[C@H](CC(C)C)NC(=O)[C@@H](Cc1c[nH]c2ccccc12)NC(=O)[C@H](Cc1ccccc1)NC(=O)[C@@H](Cc1c[nH]c2ccccc12)NC(=O)[C@H](CCC(N)=O)NC(=O)[C@H](CCC(N)=O)NC(=O)[C@@H]1CCCN1C(=O)[C@H](CCCCN)NC(=O)[C@@H]1CCCN1C(=O)[C@@H](CCCNC(=N)N)NC(=O)[C@@H]1CCCN1C(=O)CNC(=O)[C@H](CC(C)C)NC(=O)[C@H](CC(C)C)NC(=O)[C@H](Cc1ccc(O)cc1)NC(=O)CNC(=O)[C@H](C)NC(=O)[C@H](CO)NC(=O)[C@H](CC(N)=O)NC(=O)[C@H](CC(C)C)NC(=O)[C@@H](NC(=O)[C@H](Cc1c[nH]c2ccccc12)NC(=O)CN)[C@@H](C)O)C(N)=O | . | . | -4 | -4 | . | 0%
Cc1ccc(S(=O)(=O)N2CC3(C)CN(S(=O)(=O)c4ccc(C)cc4)CC(C)(C2)C3O)cc1 (configuration not stated) | 0% | 18% | -3 | -4 | 11% | -9%
FC(F)Oc1ccc(NC(=S)NCc2ccco2)cc1Cl | -15% | ? | 11 | 10 | ? | -7%
COc1cc(OC)c(NC(=O)CCCNC(=O)Cn2cnc3sc(C)c(C)c3c2=O)cc1Cl | -2% | -13% | -5 | -3 | ? | 5%
Cc1c(NC(=O)COc2c(F)c(F)c(F)c(F)c2F)c(=O)n(-c2ccccc2)n1C | -5% | 5% | 6 | -6 | 4% | -2%
CC1(C)C2CCC(C2)C1(C)N=C1OC(CCl)CS1 (configuration not stated) | ? | -20% | 0 | -12 | 19% | 7%

By substructure: the entries above containing a cyano group (2)
SMILES | Pf growth 48h | Pf growth 96h | CHX counter | Shiga toxin inh | HCV inhibitor | FBPA Giardia inh
CCOC(=O)C1CCCN(c2oc(-c3ccc(OC)cc3)nc2C#N)C1 (configuration not stated) | ? | ? | -1 | -11 | -21% | -9%
CCC1(C)Cc2c(C#N)c(N)sc(=S)c2CO1 (configuration not stated) | ? | -23% | -5 | -15 | ? | 2.2µM*

Next results follow.
SMILES | Pf growth 48h | Pf growth 96h | CHX counter | Shiga toxin inh | HCV inhibitor | FBPA Giardia inh
O=c1[nH]c(C2CCCN(S(=O)(=O)c3ccccc3)C2)nc2c1nnn2Cc1ccccc1F (configuration not stated) | 10µM* | 10% | -1 | -3 | 7%&10% | 4%
Cc1ccc(OCc2ccc(C(=O)Nc3ccc(C(N)=O)cc3)o2)c([N+](=O)[O-])c1 | 8% | ? | 2 | 14 | -9% | 0%
Cc1cccc(N2CCN(C(=O)c3ccc4c(c3)NC(=O)C(CSCc3cccc(F)c3)N4)CC2)c1C (configuration not stated) | ? | ? | -4 | -9 | . | .
Cc1ccc(CNC(=O)c2ccc(C)c(S(=O)(=O)N3CCCCC3)c2)cc1 | ? | ? | . | . | 7% | .
CCN(CC(=O)NC(C)(C)C)Cc1cc(=O)n2c(-c3ccccc3)csc2n1 | ? | ? | -3 | -2 | ? | -14%
CCNc1oc(COc2ccccc2F)nc1C#N | 54%[activator] | . | 26* | 107* | 3% | 0%
COc1ccc(NC(=O)C(NC(=O)c2ccc(=O)[nH]c2)c2ccc(C)cc2)cc1 (configuration not stated) | ? | 7% | -4 | 30 | -8% | -2%
Cc1ccccc1NC(=O)c1c(-c2ccccc2)noc1C | 16% | 8% | -3 | -5 | -9% | 1%
Cc1cc(NC(=O)C2C3C(=O)N(CC4CCCO4)C(C(=O)NCc4ccccc4)C34C=CC2(C)O4)no1 (configuration not stated) | -10% | ? | -3 | -2 | 9% | 2%
COc1cc2c(cc1NC(=S)Nc1cccc(C(F)(F)F)c1)oc1ccccc12 | ? | . | 2 | 26 | 10µM* | -9%
CN(C)c1ccc(/C=N/NC(=O)Cn2nnc3ccccc32)cc1 | 21% | 59%[activator] | 15 | 27 | 18% | -1%
O=C(CCCC(=O)OCC(=O)c1cccs1)Nc1ccc(F)cc1 | 1% | 26% | 1 | 13 | 3% | 2%
CCCCn1cc(SCC(=O)O)c2ccccc21 | 1% | 30%[activator] | -1 | 2 | 2% | 15%
